Screens from PubChem BioAssay.
D2 PAM: HTS Assay for Positive Allosteric Modulators of the Human D2 Dopamine Receptor: Primary Screen for Potentiators; HEK293 T-REx D2, calcium flux, EC20 dopamine potentiation; potentiation, % at 10 µM; hit rate 0.34% among 340,000; AID 485347, 2010;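 active = potentiation over 3 SD above the plate norm, cut at about 30% in these data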; note: 0% is about no effect
Target sequence (P14416 whole entry, looked up): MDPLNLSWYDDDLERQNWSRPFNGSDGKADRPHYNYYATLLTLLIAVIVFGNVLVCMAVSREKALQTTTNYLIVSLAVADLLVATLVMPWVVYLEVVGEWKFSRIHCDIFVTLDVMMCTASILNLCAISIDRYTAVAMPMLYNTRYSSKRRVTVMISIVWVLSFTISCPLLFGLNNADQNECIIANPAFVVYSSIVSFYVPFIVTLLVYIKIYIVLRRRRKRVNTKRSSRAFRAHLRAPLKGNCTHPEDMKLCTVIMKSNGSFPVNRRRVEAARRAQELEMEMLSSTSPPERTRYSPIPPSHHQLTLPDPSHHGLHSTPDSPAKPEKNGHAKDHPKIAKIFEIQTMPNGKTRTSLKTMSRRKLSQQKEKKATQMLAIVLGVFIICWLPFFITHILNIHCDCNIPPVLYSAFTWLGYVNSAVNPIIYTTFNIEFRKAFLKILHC
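Cells plated with tetracycline inducer and held overnight at 30 C; calcium dye loaded 30–90 min at room temperature; baseline taken, compound added and read 180 s; EC20 dopamine then added and read 180 s.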
D1 PAM: Potentiators of Human D1 Dopamine Receptor: qHTS. D(1A) dopamine receptor (Homo sapiens), P21728. HEK293 TREx D1 cells, calcium flux, dopamine EC20 potentiation. potentiation, % at 10 µM. hit rate 0.036% among 360,000. AID 504651, 2011; in the data active = potentiation above about 30%; note: 0% is about no effect
Target sequence (P21728 whole entry, looked up): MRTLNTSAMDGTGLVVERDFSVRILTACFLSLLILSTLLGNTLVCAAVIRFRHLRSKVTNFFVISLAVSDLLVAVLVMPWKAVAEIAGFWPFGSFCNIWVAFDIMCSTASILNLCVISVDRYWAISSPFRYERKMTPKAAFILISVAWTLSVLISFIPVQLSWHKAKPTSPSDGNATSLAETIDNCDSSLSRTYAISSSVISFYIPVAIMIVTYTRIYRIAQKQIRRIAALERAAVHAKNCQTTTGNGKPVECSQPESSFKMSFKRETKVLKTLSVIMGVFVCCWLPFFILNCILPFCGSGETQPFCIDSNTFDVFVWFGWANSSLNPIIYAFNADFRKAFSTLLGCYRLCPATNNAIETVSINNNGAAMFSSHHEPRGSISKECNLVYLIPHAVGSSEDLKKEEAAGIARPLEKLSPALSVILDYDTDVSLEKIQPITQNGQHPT
D2 antag: HTS Assay for Allosteric Antagonists of the Human D2 Dopamine Receptor: Primary Screen for Antagonists; HEK293 TREx D2 cells, calcium flux, dopamine EC80; AID 485344, 2010; hit rate 2% among 340,000; D(2) dopamine receptor (Homo sapiens), P14416; inhibition, % at 10 µM; in the data active = inhibition above about 30%; note: 0% is about no effect
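Antagonism is scored as inhibition of an EC80 dopamine-evoked calcium signal in a force-coupled, tetracycline-inducible HEK293 T-REx D2 line, with compound present 180 s before agonist.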
TRHR enhancer: qHTS for Small Molecule Agonists and Allosteric Enhancers of Human TRH Receptor: Primary Screen for Enhancers; Thyrotropin-releasing hormone receptor (Homo sapiens), P34981; TRHR cells, fluo-8 calcium fluorescence, EC20 TRH enhancement; enhancement, % at 2 µM; hit rate 0.66% among 360,000; AID 493056, 2011; in the data active = enhancement above about 30%; note: 0% is about no effect
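TRHR-expressing cells loaded with fluo-8 calcium dye were read kinetically (ex 480/em 530) during compound addition, then stimulated with an EC20 of TRH (10 nM final). Enhancement of the Gq-mediated intracellular calcium response was scored.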
RXFP1 ag: qHTS Assay for Agonists of the Relaxin Receptor RXFP1. Relaxin receptor 1 (Homo sapiens), Q9HBX9. HEK293T-RXFP1 cAMP TR-FRET, 30 min; response scale: percent of porcine relaxin response, buffer zero. Potency, µM (doses to about 57.5 µM), for inactives: at the top dose activation, usual class: activators. hit rate 0.3% among 370,000. AID 2676, 2010; active = well fitted activation curve with a large enough effect; inconclusive = small, poorly fitted or top-dose-only effect; note: potency is the fitted concentration of half-maximal effect; % is set by controls: 0 for no effect and ±100 for the full control effect; nearly all actives have a fitted effect of over 60% in size; many of its hits are not listed in these tables
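HEK293 cells stably expressing RXFP1, treated 30 min at 37C with compounds plus PDE4 inhibitor Ro 20174; cAMP measured by HTRF TR-FRET. Normalized to buffer and 29 nM porcine relaxin; EC50 by Hill fit.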
D1 antag: Antagonist of Human D 1 Dopamine Receptor: qHTS; HEK293 TREx D1 cells, calcium flux, dopamine EC80; stronger effect = lower value; activity change, negative = inhibition, % at 10 µM; hit rate 3.2% among 360,000; AID 504652, 2011; in the data active = activity change below about -30%; note: % is set by controls: 0 for no effect and ±100 for the full control effect
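Tetracycline-induced HEK293 T-REx cells with force-coupled D1 receptor were loaded with a no-wash calcium dye. Compound was added after a 10 s baseline and read kinetically for 180 s; EC80 dopamine was then added and calcium flux followed another 180 s.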
RXFP1 antagonist: qHTS Assay for Antagonists of the Relaxin Receptor RXFP1; AID 1259400, 2018; activity change, negative = inhibition, % at 57.5 µM; Relaxin receptor 1 (Homo sapiens), Q9HBX9; HEK293-RXFP1, relaxin-stimulated cAMP HTRF, 30 min; stronger effect = lower value; hit rate 0.59% among 350,000;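 active = activity change of -60% or lower, but not beyond a set lower limit; inconclusive = change between -60% and -40%, or beyond the set limit; inactive = change above -40%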; note: % is set by controls: 0 for no effect and ±100 for the full control effect
D1 ag: Allosteric Agonists of the Human D1 Dopamine Receptor: qHTS; HEK293 T-REx D1 cells, calcium flux, agonist mode; activation, % at 2 µM; hit rate 1% among 360,000; D(1A) dopamine receptor (Homo sapiens), P21728; in the data active = activation above about 30%; note: 0% is about no effect
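Inducible HEK293 T-REx D1 cells, force-coupled to calcium signalling, were plated at 4000 cells/well with tetracycline and held overnight at 30 C. After no-wash calcium dye loading, compound-evoked calcium rise over 180 s flagged agonists.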
D2 ag: HTS Assay for Allosteric Agonists of the Human D2 Dopamine Receptor: Primary Screen for Agonists. D(2) dopamine receptor (Homo sapiens), P14416. HEK293 T-REx D2 cells, calcium flux agonist mode. activation, % at 2 µM. hit rate 0.53% among 340,000. AID 485358, 2010;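 active = activation over 3 SD above normal in the single-dose calcium agonist read, cut at about 30% in these data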; note: 0% is about no effect
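Agonism is scored from calcium flux in a force-coupled, inducible HEK293 cell line expressing D2, read kinetically for 180 s after compound addition against dopamine controls.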
An asterisk follows results filed as active; u = inconclusive; x = no result given.

smiles	D2 PAM	D1 PAM	D2 antag	TRHR enhancer	RXFP1 ag	D1 antag	RXFP1 antagonist	D1 ag	D2 ag
CCCCOc1ccc(N2C(N)=NC(N)=NC23CCCCC3)cc1	-8	-3	-13	-1	0.0%	-8	2	-2	1.3
O=C(COC(=O)c1ccc(CO)cc1)c1ccc(S(=O)(=O)N2CCCCC2)cc1	2	-6	12	-7	1.0%	-32*	-8	11	-0.3
c1ccc(COc2ccc(-c3sc(Nc4ccccc4)n[n+]3-c3ccccc3)cc2)cc1	5	0	-2	-3	0.0%	2	x	1	-1.8
COc1cccc(Cc2n[nH]c(=S)n2Cc2ccco2)c1	-4	0	x	-7	2.4%	12	5	7	x
CCc1cc(C(=O)N2CCN(S(=O)(=O)c3cc(C)ccc3C)CC2)sc1C	-6	-4	-9	2	2.3%	-5	-8	2	-0.1
COc1ccc(C)cc1NC(=O)CN(C)S(=O)(=O)c1cccs1	15	-4	x	-3	1.2%	2	-8	0	x
COC(=O)c1ccc(C(=O)OC)c(NC(=O)COC(=O)C2CC2C)c1 (configuration not stated)	-7	5	-24	-3	3.4%	18	-6	-2	0.7
CCN(CC)c1nc(Nc2ccccc2)nc(Oc2ccc(C(=O)OC)cc2)n1	4	-7	0	-3	0.5%	-3	3	6	-0.1
O=C(NC1=NCCS1)c1ccc(Cl)c(S(=O)(=O)N2CCCC2)c1	-1	12	3	3	0.0%	0	-14	4	-0.2
O=S(=O)(c1ccc(Br)c2ccccc12)N1CCOCC1	-4	-8	-14	3	11%	-21	4	1	0.7
O=C(O)CCn1cc(C(=O)O)c(-c2ccccc2)n1	-6	1	13	-1	-7.2%	1	4	3	0.5
CSc1nc2sc3c(c2c(=O)n1C)CCCC3	-1	-2	2	2	-0.3%	6	-2	2	-1.8
COc1ccccc1C(=O)NC(=O)COC(=O)c1cc[n+]([O-])cc1	0	0	1	13	1.0%	-14	-8	2	-0.1
COc1ccc(N(CC(=O)NC2CCCC2)S(=O)(=O)c2c(C)[nH]c(=O)[nH]c2=O)cc1	15	x	7	7	-0.1%	-4	x	5	0.9
CCOc1ccc(Oc2ccc(Cl)cc2NC(=O)CCNC(C)=O)cc1	1	9	-1	-5	-0.5%	-8	-3	1	-0.4
COc1ccccc1N/N=C(\C#N)C(=N)N1CCOCC1	2	-7	x	4	-1.2%	-1	-12	2	x
O=C(Nc1ccc(Cl)cc1C(=O)NCC1CCCO1)c1ccc(Cl)cc1Cl (configuration not stated)	10	4	8	-8	-0.3%	0	-8	2	-0.8
O=C(NCC1CCCCC1)c1ccco1	-1	0	14	-1	-0.4%	-1	-12	-1	0.7
CCOc1ccccc1NC(=O)CSc1nnc(Cn2c(=O)sc3ccccc32)n1C	1	-1	10	-6	1.3%	6	-1	0	-1.7
COc1ccc(C(=O)NNC(=O)C(=O)N2CCCCC2)cc1OC	-3	-1	-28	5	-0.3%	-3	-4	5	0.3
COc1cccc(N2C(=O)CC(N3CCN(S(=O)(=O)c4ccccc4)CC3)C2=O)c1 (configuration not stated)	-1	-4	-3	0	2.5%	17	0	2	-0.2
CCCN1CCC(NC23CC4CC(CC(C4)C2)C3)CC1	0	1	2	6	1.6%	2	x	7	-0.3
CCOc1ccc(CCNC(=O)CSc2nnnn2-c2ccc(C)cc2C)cc1OCC	8	-1	x	-7	2.9%	7	x	2	-0.1
CCN(CC)S(=O)(=O)c1ccc(N2CCCCC2)c(NC(=O)/C(C#N)=C/c2ccc(OC)cc2)c1	0	5	1	2	5.5%	0	0	4	-0.4
CCCCCC(=O)Nc1sc(C)c(C)c1C#N	-5	-8	-5	-6	2.4%	3	-22	1	-1.2
CCn1ccnc1CN1CCC(n2nccc2NC(=O)c2ccccc2OC)CC1	-11	-5	2	-2	1.8%	-2	7	1	0.5
CC(C)CC(=O)Nc1ccc2oc(-c3cccnc3)nc2c1	-6	4	14	-2	0.1%	-6	3	2	0.9
O=C(COC(=O)/C=C/c1ccc(OC(F)F)cc1)Nc1cccc(S(=O)(=O)N2CCCC2)c1	-6	-10	19	-4	1.2%	-12	-23	4	-0.1
COc1ccccc1N1CCN(C(=O)c2ccc3nc[nH]c3c2)CC1	1	5	-10	4	-0.5%	9	3	4	-1.7
COc1ccc(-c2nc(CN3CCC(C(=O)NCc4ccc(C)cc4)CC3)c(C)o2)cc1OC	-5	-6	x	-4	0.2%	-31*	x	0	-0.7
CC(NC(=O)CNC(=O)C(Cc1ccccc1)NC(=O)OCc1ccccc1)C(N)=O (configuration not stated)	9	1	-3	-1	3.6%	-21	9	4	-0.5
COc1ccc(-n2nc(C(=O)NCC(=O)NC3CCCC(C)C3C)c3ccccc3c2=O)c(OC)c1 (configuration not stated)	18	-14	0	-2	2.4%	4	0	2	0.5
c1ccc(-c2cnc(CSc3nnc4ccccn34)o2)cc1	2	15	5	0	4.5%	-9	10	2	0.1
CCN(CC)S(=O)(=O)c1ccc(C)c(NS(=O)(=O)c2cc(/C=C/C(=O)O)cc(OC)c2OC)c1	-4	1	9	-2	2.0%	4	-4	2	3.3
COc1ccc(C(=O)/C=C(\C)NCc2ccc3c(c2)OCO3)cc1	-9	-9	6	-5	0.7%	-27	3	2	-0.1
CCC(Sc1nc2nccnc2c(=O)n1Cc1ccc(OC)cc1)C(=O)NC1CCCCC1 (configuration not stated)	2	-5	x	-5	-0.3%	-6	-9	0	0.2
Cc1ccc(Cl)cc1NC(=O)CSc1sc2c(O)cc(=O)[nH]c2c1C#N	x	-6	-10	1	2.7%	6	-12	1	0.7
N#Cc1c(-c2ccc(Cl)cc2)ccnc1N1CCOCC1	0	0	-3	4	0.1%	-6	-1	0	0.4
N/C(Cc1ccc([N+](=O)[O-])cc1)=N\OC(=O)c1cccc(Br)c1	-1	-7	-10	4	0.0%	-8	-9	5	-2.2
COc1ccc(NS(=O)(=O)c2ccc3[nH]c(=O)[nH]c3c2)cc1OC	5	-6	27	32*	-1.0%	-12	0	2	1.4

Copied from the list:
`COc1ccc(NS(=O)(=O)c2ccc3[nH]c(=O)[nH]c3c2)cc1OC` in D2 PAM shows 5
`COc1ccc(-n2nc(C(=O)NCC(=O)NC3CCCC(C)C3C)c3ccccc3c2=O)c(OC)c1` (configuration not stated) in D1 PAM shows -14
`c1ccc(-c2cnc(CSc3nnc4ccccn34)o2)cc1` in D1 PAM shows 15
`COc1ccc(C(=O)/C=C(\C)NCc2ccc3c(c2)OCO3)cc1` in TRHR enhancer shows -5

Entries of single compounds, quoted from the list. Order of values: D2 PAM	D1 PAM	D2 antag	TRHR enhancer	RXFP1 ag	D1 antag	RXFP1 antagonist	D1 ag	D2 ag
CSc1nc2sc3c(c2c(=O)n1C)CCCC3 as listed: -1	-2	2	2	-0.3%	6	-2	2	-1.8
CCCCCC(=O)Nc1sc(C)c(C)c1C#N as listed: -5	-8	-5	-6	2.4%	3	-22	1	-1.2

Other compounds follow:
smiles	D2 PAM	D1 PAM	D2 antag	TRHR enhancer	RXFP1 ag	D1 antag	RXFP1 antagonist	D1 ag	D2 ag
COc1cc2c(cc1OC)C(CCc1ccccc1)=NCC2	3	-2	4	4	16%	6	-4	1	1.2
COc1ccc(C)cc1NC(=O)CN(C)S(=O)(=O)c1ccc2c(c1)n(C)c(=O)c(=O)n2C	5	-4	-15	1	u	2	-10	3	-1.2
COc1cccc(-c2cc(C(=O)NCCc3ccc(C)cc3)[nH]n2)c1	0	-3	x	0	9.6%	-70*	-24	9	x
Cc1ccc(C)c(NC(=O)c2cc(S(=O)(=O)N3CCc4ccccc4C3)ccc2F)c1	28	1	x	7	2.2%	1	-1	-2	x
CCN1C(=O)/C(=C2/C=Cc3cc(C)ccc3N2CC)N(C)C1=S	2	-3	-16	5	-7.9%	3	-35	2	-0.6
CC(C)=CCc1c(O)ccc2c1OC(c1ccc(O)c(O)c1)CC2=O (configuration not stated)	x	-2	x	10	-0.3%	-1	x	-1	x
Cc1ccc(C(C)C)c(OCC(O)CN(C)Cc2ccccc2)c1 (configuration not stated)	-20	-9	13	7	0.3%	-4	-15	24	-0.3
CN1C(=O)/C(=C\c2ccco2)N=C1c1ccc(Cl)cc1Cl	0	1	-9	-13	0.0%	3	10	0	-0.3
CCOC(=O)COc1ccccc1C1C(C(=O)OC)=C(C)NC2=C1C(=O)c1ccccc12 (configuration not stated)	0	-1	x	7	-1.2%	-7	-5	-2	0.3
O=C(Cc1cccc2ccccc12)Nc1cc(Cl)ccc1C(=O)O	15	-2	-10	-4	-2.2%	-2	-14	3	1.1
CCOc1ccc(C(=O)c2cn(CC(=O)Nc3cc(OC)cc(OC)c3)c3ccc(F)cc3c2=O)cc1	-10	0	x	-6	-4.9%	1	x	10	1.1
O=C(COc1ccccc1)OCC(=O)c1ccc(S(=O)(=O)N2CCCCC2)cc1	2	5	31*	-13	-0.2%	3	9	2	0.3

This is a subset; count on the stated rates, not on these rows.
